From PubChem BioAssay
TRPC4 block – inhibitors of mouse TRPC4 channel, primary screen, Fluo4 calcium, HEK293 TRPC4beta/mu-opioid cells. Short transient receptor potential channel 4 (Mus musculus), Q9QUQ5. DAMGO-evoked Fluo4 calcium flux; stronger effect = lower value. B-score at 10 µM. 300,000 tested, 0.39% active;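 active = B-score over 3 SD under the library average, no early fluorescence shift, positive overall ratio signal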
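Material: HEK293 cells with stable TRPC4beta plus mu-opioid receptor expression; probe or stimulus: DAMGO in two steps, submaximal then maximal; technique: Fluo4 calcium fluorescence by kinetic imaging, 5 s 1 Hz baseline; measure: integrated fluorescence ratio relative to baseline, converted to per-well B score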
MrgX1 antag – antagonists of human MrgX1 receptor, primary screen, HEK293 cells, Fluo-4 calcium flux | Mas-related G-protein coupled receptor member X1 (Homo sapiens), Q96LB2 | BAM8-22 antagonism; stronger effect = lower value | B-score at 10 µM | 310,000 tested, 1.3% active | AID 588676, 2011;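 active = calcium-response B-score plate-corrected more than 3 library SD below zero, starting fluorescence within 5 deviations, no agonist response on first addition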;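 note: peak minus trough fluorescence over baseline after final BAM8-22 challenge near maximal dose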
Target sequence (Q96LB2 whole entry, looked up): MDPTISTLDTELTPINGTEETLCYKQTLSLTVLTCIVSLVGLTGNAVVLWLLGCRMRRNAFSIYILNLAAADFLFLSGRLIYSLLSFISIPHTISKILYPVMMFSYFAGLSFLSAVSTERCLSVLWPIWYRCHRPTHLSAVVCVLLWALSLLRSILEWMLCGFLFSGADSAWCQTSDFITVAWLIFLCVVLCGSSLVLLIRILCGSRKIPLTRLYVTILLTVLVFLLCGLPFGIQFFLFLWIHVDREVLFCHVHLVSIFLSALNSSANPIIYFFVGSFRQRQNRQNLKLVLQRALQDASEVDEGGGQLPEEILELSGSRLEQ
TRPC6 inh – mouse TRPC6 channel inhibitors, primary screen, cell-based, HEK293, membrane potential dye | Short transient receptor potential channel 6 (Mus musculus), Q61143 | B-score at 10 µM | ACh-evoked depolarization; stronger effect = lower value | 310,000 tested, 1.1% active;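 active = B-score under library mean minus 3 SD, initial fluorescence not abnormally high, positive integrated signal ratio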;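 note: B-score derived from integrated fluorescence ratio over the kinetic read; more negative B-score means stronger inhibition of depolarization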
TRPC4 PAM – positive allosteric modulators of TRPC4, primary screen, cell-based, mouse TRPC4beta, HEK293 mu-opioid, Fluo-4 calcium | 310,000 tested, 0.42% active | B-score at 10 µM | AID 2227, 2009 | DAMGO EC20, Fluo-4 Ca2+ flux; stronger effect = higher value;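 active = B-score of calcium response area above 5 SD of library B-scores, with initial fluorescence ratio within 5 SD of library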;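 note: B-score of integrated fluorescence ratio over time as area under calcium response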
ANO1 activ – TMEM16A chloride channel activators or potentiators, primary screen, cell-based, HTS; Anoctamin-1 (Mus musculus), Q8BHY3; HEK293 TMEM16A/YFP-H148Q/I152L, iodide quench fluorescence; stronger effect = lower value; B-score at 10 µM; 340,000 tested, 0.3% active;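 active = fluorescence-ratio B-score plate-corrected deviation score at least 3 library SD below zero, with starting fluorescence score within 5 deviations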;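 note: channel opened by trigger with iodide after compound preincubation; score built on the fluorescence ratio of max minus min over baseline; more negative score means more quench and so TMEM16A activation or potentiation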
TRPC6 act – mouse TRPC6 channel activators, primary screen, cell-based, HEK293, membrane potential dye; HEK293-TRPC6 membrane potential dye fluorescence; stronger effect = higher value; B-score at 10 µM; 310,000 tested, 0.13% active; Short transient receptor potential channel 6 (Mus musculus), Q61143;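 active = B-score of the integrated fluorescence ratio above library mean plus 3 SD, and starting fluorescence ratio within library mean plus 5 SD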;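 note: higher score means more depolarization so channel activation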
MrgX1 agonist – agonists of human MrgX1 receptor, primary screen, HEK293 cells, Fluo-4 calcium flux; AID 588627, 2011; Fluo-4 calcium fluorescence, agonist mode; stronger effect = higher value; Mas-related G-protein coupled receptor member X1 (Homo sapiens), Q96LB2; B-score at 10 µM; 310,000 tested, 0.44% active;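 active = calcium response B-score plate-corrected fluorescence ratio at least 3 library SD, with starting fluorescence B-score inside 5 SD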
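Test system: HEK293 cells stably expressing human MrgX1 receptor; amount: 15,000 cells per well; doses: compound delivered in addition one of three; times: overnight plating before 1 h dye loading; detection: Fluo-4 NW calcium-flux fluorescence, kinetic read; read-out basis: B-scored fluorescence response ratio; controls: positive and negative controls per plate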
SKKanGAS inh – S. pyogenes SKKanGAS growth inhibitors in kanamycin, primary screen, streptokinase expression inhibitor project, SKKanGAS strain, BacTiter-Glo luminescence; 6 h; inhibition, % at 7.5 µM; 300,000 tested, 1.3% active; AID 1662, 2009;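 active = mean replicate score, as percent of positive control median, at least 50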;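 note: strain carries kanamycin resistance gene driven by streptokinase promoter and grows in 40 µg/ml kanamycin; loss of luminescence reflects streptokinase promoter inhibition or plain growth inhibition; 0% = median of DMSO wells and 100% = positive control at its reference dose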
MrgX1 allo act – positive allosteric modulators of MrgX1, primary screen, HEK293 cells, Fluo-4 calcium flux; B-score at 10 µM; 310,000 tested, 0.63% active; FDSS; stronger effect = higher value; Mas-related G-protein coupled receptor member X1 (Homo sapiens), Q96LB2;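 active = plate-corrected calcium response at least 3 library SD above typical, normal starting fluorescence, not activating the receptor alone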;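 note: compound read alongside a low EC10 to EC30 dose of BAM8-22 agonist; peak minus trough fluorescence over baseline measured at the second addition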
ANO1 block – TMEM16A chloride channel inhibitors, primary screen, cell-based, HTS | Anoctamin-1 (Mus musculus), Q8BHY3 | HEK293 TMEM16A/YFP iodide influx fluorescence, ionomycin | normalized B-score (activity score, 25-100; higher = stronger inhibition) at 10 µM | 310,000 tested, 1.2% active;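 active = ratio plate-corrected score three or more library SD toward inhibition, starting fluorescence score within five deviations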;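 note: score derived from kinetic fluorescence span divided by baseline fluorescence per well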
TRPC4 act – activators of mouse TRPC4 channel, primary screen, Fluo4 calcium, HEK293 TRPC4beta/mu-opioid cells | Fluo4 calcium fluorescence; stronger effect = higher value | Short transient receptor potential channel 4 (Mus musculus), Q9QUQ5 | 310,000 tested, 0.49% active | B-score at 10 µM | AID 2237, 2010;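 active = B-score above 5 SD of library B-scores, and initial fluorescence ratio not above library mean plus 5 SD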;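 note: positive B-score marks a calcium rise read as TRPC4 activation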
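System – HEK293 cells stably co-expressing mouse TRPC4beta and mu-opioid receptor · Signal – Fluo4 calcium-sensitive dye fluorescence, kinetic, 1 Hz baseline · Benchmarks – buffer (low) and maximal DAMGO (high) · Read-out – B score of integrated fluorescence ratio per well · Incubation – dye loading 45 min room temperature, 110 s kinetic read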
* marks the source's active call; other numbers are inactive results; i = inactive; nt = not tested or not shown. Compounds were not picked by outcome (roughly 6.7% active in at least one column).

SMILES	TRPC4 block	MrgX1 antag	TRPC6 inh	TRPC4 PAM	ANO1 activ	TRPC6 act	MrgX1 agonist	SKKanGAS inh	MrgX1 allo act	ANO1 block	TRPC4 act
O=C(CCn1cnnn1)N1CCCC(Nc2ccc(F)cc2)C1 (configuration not stated)	i	i	i	i	i	i	i	-0.7	i	i	i
O=C(OCc1cc2ccccc2[nH]c1=O)c1ccc([N+](=O)[O-])cc1	i	i	i	i	i	i	i	-19.2	i	i	i
O=C(NCc1ccccc1)C(c1ccncc1)N(C(=O)c1ccccn1)c1ccccc1 (configuration not stated)	i	i	i	i	i	i	i	10.3	i	i	i
CC(C)OP(=O)(c1ccc(N(C)C)cc1)C(Nc1ccccc1)c1cccnc1 (configuration not stated)	i	i	i	i	i	i	i	-3.3	i	i	i
Cn1nc(C(=O)N2CCCc3ccccc32)c2ccccc2c1=O	i	i	i	i	i	i	i	-4.0	i	i	i
O=C(CSc1nncs1)Nc1ccc2c(c1)OCCO2	i	i	i	i	i	i	i	0.4	i	i	i
Cc1ccccc1C(=O)/C(C#N)=N/Nc1c(C)n(C)n(-c2ccccc2)c1=O	i	i	i	i	i	i	i	66.0*	i	i	i
O=C(CCCN=C1NS(=O)(=O)c2ccccc21)OCC(=O)c1ccccc1	i	i	i	i	i	i	i	-8.6	i	i	i
CCOC(=O)CN1C(=O)C(O)(c2c(C)[nH]c3ccccc23)c2ccccc21 (configuration not stated)	i	i	i	i	i	i	i	8.2	i	i	i
CCOCCOC(=O)C1=C(C)N(C)C(=O)NC1c1ccccc1F (configuration not stated)	i	i	i	i	i	i	i	2.2	i	i	i
COc1ccc(C)c2sc(N(CCCN(C)C)C(=O)CS(=O)(=O)c3ccc(F)cc3)nc12	i	i	i	i	i	i	i	-0.4	i	i	i
CCOC(=O)c1cc(C(C)(C)C)oc1CN	i	i	i	i	i	i	i	-3.3	i	i	i
COc1ccc(C(=O)NC(C(=O)NCc2ccccn2)C(C)C)cc1 (configuration not stated)	i	i	i	i	i	i	i	0.8	i	i	i
CCC(C)(c1nnnn1-c1c(C)cccc1C)N(N=O)c1cccc(C(F)(F)F)c1 (configuration not stated)	i	i	i	i	i	i	i	3.5	i	i	i
O=C1[C@H]2[C@@H](c3ccc(F)cc3)N3C(=O)N(c4cccc(Br)c4)C(=O)[C@@]3(Cc3ccc(Cl)cc3)[C@H]2C(=O)N1C1CCCCC1	i	i	i	i	i	i	i	3.6	i	i	i
COc1ccccc1OCC#CCNC1CCCCC1C (configuration not stated)	i	i	i	i	i	i	i	-12.6	i	i	i
O=C(Nc1c[nH]c(=O)[nH]c1=O)c1cccc(F)c1	i	i	i	i	i	i	i	-4.0	i	i	i
BrCCOCCOc1ccc2ccccc2c1	i	i	i	i	i	i	i	-2.0	i	i	i
CC(C)C(=O)NC(c1ccco1)c1c(O)ccc2ccccc12 (configuration not stated)	i	i	i	i	i	i	i	0.3	i	i	i
O=C(c1ccc(=O)oc1)N1CCN(C(c2ccccc2)c2ccccc2)CC1	i	i	i	i	i	i	i	-1.8	i	i	i
Cn1c(=O)c2ccccc2n(Cc2cccc(F)c2)c1=O	i	i	i	i	i	i	i	-2.7	i	i	i
NC(=O)COC(=O)c1ccccc1Nc1ccc(SC(F)F)cc1	i	i	i	i	i	i	i	5.8	i	i	i
Cc1nc(C(=O)NCCC(C)C)sc1C1(C)CC(c2cccc([N+](=O)[O-])c2)=NO1 (configuration not stated)	i	nt	i	i	i	i	nt	5.6	nt	nt	i
CCCn1c(N)c(C(=O)CSc2nc(C)nc3sc(C)c(C)c23)c(=O)[nH]c1=O	i	i	i	i	i	i	i	2.8	i	i	i
O=C(Oc1ccccc1)N1CCOCC1	i	i	i	i	i	i	i	10.3	i	i	i
NC(=O)c1cnccn1	i	i	i	i	i	i	i	0.2	i	i	i
O=C(c1cccc(C(F)(F)F)c1)N(c1ccccn1)C1CCCCC1	i	i	i	i	i	i	i	2.6	i	i	i
COCCNS(=O)(=O)c1ccc2c(c1)C(=O)c1cc(S(=O)(=O)NCCOC)ccc1-2	i	i	i	i	i	i	i	3.1	i	i	i
CC1CCCC(NC(=O)CCNC(=O)c2ccc(Cl)cc2)C1C (configuration not stated)	i	i	i	i	i	i	i	-13.9	i	i	i
Cc1cccc(-n2c(Cc3ccccc3)nnc2SCc2ccc([N+](=O)[O-])cc2)c1	i	i	i	i	i	i	i	2.3	i	i	i
CCn1nc([N+](=O)[O-])c(C(C#N)c2nc3ccccc3n2C)c(Cl)c1=O (configuration not stated)	i	i	i	i	i	i	i	11.4	i	i	i
O=C(NC1CCCC1)C(c1ccncc1)N(Cc1ccccc1)C(=O)c1ccc(-c2ccccc2)[nH]1 (configuration not stated)	i	i	i	i	i	i	i	11.3	i	i	i
COC(=O)[C@H](CC(C)C)NC(=O)NCCCc1ccccc1	i	i	i	i	i	i	i	-11.4	i	i	i
CCOC(=O)c1ccc2[nH]c(C)c(CCC(C)=O)c(=O)c2c1	i	i	i	i	i	i	i	0.6	i	i	i
O=C(NCc1ccc(F)cc1)C1(c2cccs2)CCOCC1	i	i	i	i	i	i	i	-0.3	i	i	i
c1ccc2c(NCC3CCCO3)nc(-c3ccncc3)nc2c1 (configuration not stated)	i	i	i	i	i	i	i	-1.7	i	i	i
O=C(C1CCCN(S(=O)(=O)c2cccc3cccnc23)C1)N1CCN(c2ccc(F)cc2)CC1 (configuration not stated)	i	i	i	i	i	i	i	0.5	i	i	i
Cc1cc(C)cc(-n2nnnc2SCC(=O)Nc2nc(-c3ccc(Cl)cc3)cs2)c1	i	i	i	i	i	i	i	6.9	i	i	i
COC(=O)Cc1c(C)c2ccc(O)c(CNCc3ccc(OC)c(OC)c3)c2oc1=O	i	i	i	i	i	i	i	2.1	i	i	i
CC1(C)Oc2ccc3ccc(=O)oc3c2/C(=C/N)C1=O	i	i	i	i	i	i	i	1.5	i	i	i
Cc1ccc(C)c(NC(=S)NCCCN2CCOCC2)c1	i	i	i	i	i	i	i	-1.1	i	i	i
COc1ccc(-c2noc(N3CCCC(C(=O)Nc4cc(F)ccc4F)C3)n2)cc1 (configuration not stated)	i	i	i	i	i	i	i	-9.7	i	i	i
Cc1c(Cl)cccc1N(Cc1ccc(C(=O)O)cc1)S(=O)(=O)c1ccccc1	nt	i	i	i	i	i	i	4.9	i	i	i
O=C(Cc1ccc(F)cc1)Nc1nccs1	i	i	i	i	i	i	i	-2.7	i	i	i
Cc1ccc2nc(/C(C#N)=C\c3ccc(OC(=O)c4cccs4)cc3)[nH]c2c1	i	i	i	i	i	i	i	43.2	i	i	i
Cc1nnc(SCC(=O)N2CCCC(N3CCN(c4ccc(F)cc4)CC3)C2)o1 (configuration not stated)	i	i	i	i	i	i	i	22.1	i	i	i
NS(=O)(=O)c1cccnc1Nc1ccc(Cl)c(Cl)c1	i	i	i	i	i	i	i	-0.5	i	i	i
COc1cccc(Nc2ccccc2C(=O)O)c1	i	i	i	i	i	i	i	4.2	i	i	i
Cc1cc(S(=O)(=O)N2CCN(c3ccccn3)CC2)c(C)cc1Cl	i	i	i	i	i	i	i	16.6	i	i	i
O=C(Nc1cccs1)OCCN1CCN(Cc2ccccc2)CCC1=O	i	i	i	i	i	i	i	3.5	i	i	i
COc1cc(OC)c(N(C)C(=O)CCNC(=O)Cn2cnc3ccccc3c2=O)cc1Cl	i	i	i	i	i	i	i	1.7	i	i	i
CC1CN(c2nn3c(=O)c4ccccc4nc3c3ccccc23)CC(C)O1 (configuration not stated)	i	i	i	i	i	i	i	26.3	i	i	i
Cc1cnc(CNC(=O)CC2C(=O)NCCN2Cc2cccc(F)c2F)cn1 (configuration not stated)	i	i	i	i	i	i	i	-0.4	i	i	i
CS(=O)(=O)N1CCCC(C(=O)NC2CCCCCCC2)C1 (configuration not stated)	i	i	i	i	i	i	i	-6.8	i	i	i
O=C(O)c1ccccc1C(=O)Nc1ccccc1NC(=O)c1ccccc1C(=O)O	i	i	i	i	i	i	i	-5.9	i	i	i
CSc1ccccc1OCc1cc(C(=O)NCCCc2ccccc2)no1	i	i	i	i	i	i	i	12.3	i	i	i
CN1CCc2ccc(NC(=O)c3ccc(C(F)(F)F)cc3)cc2C1	i	i	i	i	i	i	i	3.2	i	i	i
COC(=O)c1c(C)[nH]c(C(=O)OCC(=O)N(CC(C)C)c2c(N)n(Cc3ccccc3)c(=O)[nH]c2=O)c1C	i	i	i	i	i	i	i	67.3*	i	i	i
COCCNC(=O)[C@H]1C[C@@H]1[C@H](NP(=O)(c1ccccc1)c1ccccc1)c1ccccc1	nt	i	nt	nt	i	nt	i	nt	i	i	nt
O=c1c2ccccc2sc2ccc(Cl)cc12	i	i	i	i	i	i	i	-3.3	i	i	i
O=c1[nH]c(-[n+]2ccc3ccccc3c2)c(/C=N/N=C(\[O-])c2ccccc2)s1	-6*	i	i	i	-11.5*	i	i	-0.9	i	i	i
